Screening data: PubChem, National Center for Advancing Translational Sciences (NCATS)
Nrf2 inh – Nrf2 pathway inhibition; A549 ARE-Fluc reporter, luciferase luminescence, 18-24 h; hit rate 2.1% among 360,000; Potency, µM (series often up to 46 µM), without a hit: at the highest dose activity change, negative = inhibition, actives largely listed as inhibitors; further: potency means the concentration at half of the fitted maximal effect; on the % scale 0 is the no-effect control and ±100 the full control effect; nearly all actives have a fitted effect of over 60% in size
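Quantitative HTS in A549 cells stably bearing an antioxidant response element-firefly luciferase construct. Inhibition of Nrf2-driven transcription was scored by luminescence after 18-24 h of compound exposure at 37 °C.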
Nrf2 ARE act – activators of Nrf2 (ARE) signaling; AREc32 ARE-luciferase reporter (MCF7-derived line), luminescence, 24 h; Potency, µM (top dose mostly 46.1 µM), for the others: at the top dose activation, hits mostly activators; hit rate 0.31% among 410,000; further: potency means the concentration at half of the fitted maximal effect; % of control where 0% means no effect; nearly all actives have a fitted effect of over 65% in size
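AREc32_Fluc, 1000 cells/well, OPTI-MEM + 5% FBS, o/n 37 deg C 5% CO2; 23 nL cpd by pin tool, 24 hr; Steady-Glo 30 min RT, luminescence.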
MCF10A rerep – induces DNA re-replication in MCF 10a normal breast cells; MCF 10A DNA re-replication, Hoechst nuclear intensity, 48 h; Potency, µM (doses to about 46.1 µM), inactives show at the top dose activity, positive = re-replication, usual class: activators; hit rate 2.9% among 350,000; further: potency means the concentration at half of the fitted maximal effect; % of control where 0% means no effect; nearly all actives have a fitted effect of over 50% in size
IL-1B inflam inh – inhibitors of inflammasome signaling (IL-1 beta secretion); THP-1 LPS/ATP IL-1B secretion, AlphaLISA, 16 h; stronger effect = lower value; activity change, % at 57.5 µM; hit rate 4.7% among 360,000; AID 743279; in the data active means activity change below about -50%; inconclusive means mostly about -30% to -49%; further: on the % scale 0 is the no-effect control and ±100 the full control effect
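Secreted IL-1B measured by AlphaLISA bead assay after 16 h compound exposure of THP-1 cells; compounds (final up to 57.5 uM) added 1 h before LPS (250 ng/mL) and ATP (1.25 mM) stimulation; lower signal means less secretion.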
HepG2 tox – kills HepG2 cells in TGF-b inhibitor counter-screen; Potency, µM (highest dose often 46.1 µM), inactives show at the top dose activity change, negative = cytotoxicity, usual class: cytotoxic; HepG2 CAGA-GFP viability, ATP luminescence, 18 h; AID 588856; hit rate 0.76% among 410,000; further: potency means the concentration at half of the fitted maximal effect; some results filed as inactive show a strong effect at the top dose
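CellTiter-Glo luminescence gave cytotoxicity after 18 hours at 37 degrees C. The cells were HepG2 CAGA-GFP in 1% FBS DMEM, stimulated with 500 pg/mL TGF-beta after compound addition. %Activity was normalised to no-cell wells (complete cell-killing) and DMSO (no toxicity), and curves were fitted and classified.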
S2 tox – reduces viability in counter-screen for ATXN expression inhibitors; hit rate 0.49% among 400,000; Potency, µM (highest dose often 56.7 µM), usual class: cytotoxic; S2 cells (HEK-293 line with an ATXN2-luciferase reporter) viability, CellTiter-Fluor protease fluorescence, 24 h; further: potency means the concentration at half of the fitted maximal effect; nearly all actives have a fitted effect of over 40% in size
TGFb inhibitor – TGF-b pathway inhibition | HepG2 CAGA-GFP TGF-b/SMAD3 reporter, GFP fluorescence, 18 h; TGF-beta stimulated, 500 pg/mL final | Potency, µM (top dose mostly 46.1 µM), for inactives: at the top dose activity, negative = inhibition, hits mostly inhibitors | hit rate 1.2% among 410,000; further: potency means the concentration at half of the fitted maximal effect; on the % scale 0 is the no-effect control and ±100 the full control effect; nearly all actives have a fitted effect of over 65% in size
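Inhibition was scored as loss of TGF-beta-induced (500 pg/mL final, 18 hours, 37 degrees C) GFP in HEPG2 cells carrying a CAGA-GFP reporter, in DMEM with 1% FBS. Well GFP was summed per cell; Activity was normalised to unstimulated and stimulated DMSO wells, then concentration-response fitting.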
ATXN2 expr inh – reduces ATXN2 reporter expression in HEK-293 cells; HEK-293 ATXN2-luciferase reporter, luminescence, 24 h; Potency, µM (highest dose often 57 µM), without a hit: at the highest dose activity change, negative = inhibition, hits mostly inhibitors; hit rate 0.72% among 360,000; further: potency means the concentration at half of the fitted maximal effect; on the % scale 0 is the no-effect control and ±100 the full control effect; nearly all actives have a fitted effect of over 55% in size
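ATXN2-luciferase reporter cells (luciferase flanked by upstream and downstream ATXN2 gene portions) were treated 24 h at 37 °C with compounds at up to 57 uM. SteadyGlo luminescence gave expression; GF-AFC fluorescence gave viability.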
A549 viability – A549 cytotoxicity, counter-screen for Nrf2 inhibitors; A549 ARE-Fluc cells, CellTiter-Fluor viability, 18-24 h; Potency, µM (doses to about 46 µM), without a hit: at the highest dose activity change, negative = cytotoxicity, most hits filed as inhibitors; hit rate 0.16% among 390,000; further: potency means the concentration at half of the fitted maximal effect; on the % scale 0 is the no-effect control and ±100 the full control effect
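Cytotoxicity counterscreen: CellTiter-Fluor fluorescence was measured in A549 ARE_Fluc cells after 18-24 h of compound exposure in a concentration series. The subsequent BugLite luminescent read reports ARE-luciferase activity.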
* hit, by the source's call; i = inactive; ? = inconclusive; · = not tested or not shown; & = joins results of further samples; [ ] = dose if it differs, or a comment. Unless noted, the call rests on the fitted dose curve; in most records, active means well fitted curve in the direction sought with a large enough effect; inconclusive means small, poorly fitted or top-dose-only effect, or another doubt; inactive means no such curve, though single readings can be large; an effect the other way counts as inactive or inconclusive.

Start of the listing, in advance:
SMILES	Nrf2 inh	Nrf2 ARE act	MCF10A rerep	IL-1B inflam inh	HepG2 tox	S2 tox	TGFb inhibitor	ATXN2 expr inh	A549 viability
COc1ccc(C(=O)Nc2nnc(SCc3cc(=O)c4cc(C)cc(C)c4[nH]3)s2)cc1	·	-0.1%	·	·	12%	i	0%	6%	-1%
O=c1cc(CN2CCCCCCC2)c2c(ccc3ccccc32)o1	·	0.4%	·	26	1%	i	0%	-2%	·
Cc1ccc(NC(=O)COC(=O)c2cccc(OC(F)F)c2)cc1S(=O)(=O)N1CCCCC1	-4%	0.3%	10%	-14	13%	i	7%	-7%	3%
CCCCN1C(=O)C(O)(c2c[nH]c3ccccc23)c2cc(Br)ccc21 (stereo unspecified)	15%	5.2%	·	·	-95%	i	?	?	-12%
COc1ccc2nc(NC(=O)CCNS(=O)(=O)c3ccc4c(c3)oc(=O)n4C)sc2c1	21%	2.5%	3%	21	12%	i	9%	87%[activator]	4%

The list itself, previewed entries included:
SMILES	Nrf2 inh	Nrf2 ARE act	MCF10A rerep	IL-1B inflam inh	HepG2 tox	S2 tox	TGFb inhibitor	ATXN2 expr inh	A549 viability
COc1ccc(C(=O)Nc2nnc(SCc3cc(=O)c4cc(C)cc(C)c4[nH]3)s2)cc1	·	-0.1%	·	·	12%	i	0%	6%	-1%
O=c1cc(CN2CCCCCCC2)c2c(ccc3ccccc32)o1	·	0.4%	·	26	1%	i	0%	-2%	·
Cc1ccc(NC(=O)COC(=O)c2cccc(OC(F)F)c2)cc1S(=O)(=O)N1CCCCC1	-4%	0.3%	10%	-14	13%	i	7%	-7%	3%
CCCCN1C(=O)C(O)(c2c[nH]c3ccccc23)c2cc(Br)ccc21 (stereo unspecified)	15%	5.2%	·	·	-95%	i	?	?	-12%
COc1ccc2nc(NC(=O)CCNS(=O)(=O)c3ccc4c(c3)oc(=O)n4C)sc2c1	21%	2.5%	3%	21	12%	i	9%	87%[activator]	4%
CCn1nc(C(=O)OCC(=O)NCCN2C(=O)CSC2=O)c2ccccc2c1=O	19%	-0.1%	?	0	-6%	i	1%	1%	-1%
O=C1CCC[C@@H]2C=C[C@H](c3ccc(Br)cc3)[C@H]3CCN1[C@@H]32	·	2.9%	·	-4	·	?	·	-28%	·
COC(=O)c1ccc(C2/C(=C(\O)c3cccc(OC)c3)C(=O)C(=O)N2CCCN2CCOCC2)cc1 (stereo unspecified)	4%	-0.6%	-8%	13	5%	i	-12%	-5%	-5%
C#CCOCCOCCOCCNc1nc(N2CCN(C(=O)[C@H](CC(N)=O)n3cc(C(N)[C@H](C)CC)nn3)CC2)nc(N2CCN(C(=O)[C@H](CC(N)=O)n3cc(C(N)[C@@H](C)CC)nn3)CC2)n1 (stereo partly specified)	9%	-0.9%	2%	18	5%	?	-7%	5%	-8%
CC1=C(C(=O)N2CCOCC2)C(c2cccc(C)c2)NC(=S)N1 (stereo unspecified)	-5%	-0.9%	26%	21	18%	i	?	-9%	-4%
Cc1ccc(C(=O)Nc2cccc(C(F)(F)F)c2)cc1NC(=O)c1cnnc2ccccc12	-4%	0.3%&0.1%	1%	80&72	-18%&-2%	i	-15%&-5%	?	1%
COc1ccc(Cn2c(C3CC3)nc3ccc(NC(=O)c4ccco4)cc3c2=O)cc1	?	0.6%	?	-54*	-1%	i	-18%	66%[activator]	0%
Cc1ccc(C2(c3ccccc3)NC(=O)N(CC(=O)NCc3ccco3)C2=O)cc1C (stereo unspecified)	?	0.7%	1%	-29	2%	i	-20%	·	-5%
O=C(COc1cccc(Cl)c1)Nc1nc(-c2ccc(S(=O)(=O)N3CCOCC3)cc2)cs1	?	0.4%	?	-2	1%	i	14%	?	-3%
O=C(NC(=O)N1CCN(c2ccc([N+](=O)[O-])cn2)CC1)c1c(Cl)cccc1Cl	-27%	1.9%	-18%	·	14%	?	-2%	6%	-3%
COc1ccc(OCCCC(=O)OCC(=O)Nc2ncc(Cl)cc2Cl)cc1	1%	-0.3%	-11%	-6	-6%	i	6%	-7%	-3%
CCCCn1c(-c2cccc(C)c2)nc2cc3[nH]c(=O)c(C(C)C)nc3cc21	?	-2.7%	?	-61*	-114%	·	?	-21%	-15%
N#Cc1cccc(NC(=O)c2ccccc2C(=O)O)c1	3%	0.3%	0%	-12	-2%	i	-19%	-2%	-14%
Cc1ccc2oc(=O)n(CCCOc3ccccc3Cl)c2c1	22%	8.5%	·	·	-13%	·	?	·	4%
NCC(c1ccccc1Cl)c1c[nH]c2ccccc12 (stereo unspecified)	-9%	0.2%[9.22 µM]	-11%	?	-37%	i	-19%	-19%	1%
Cc1ccc(CN2CCC(CNC(=O)c3cnn(-c4ccccc4Cl)c3C3CCN(C(=O)OC(C)(C)C)CC3)CC2)cc1	?	11%	·	·	18µM*	·	16µM*	·	?
CCC(c1nnnn1-c1ccc2c(c1)OCCO2)N1CCN(c2ccc(C(F)(F)F)cn2)CC1 (stereo unspecified)	·	2.9%	·	25	·	?	·	0%	·
COc1cccc(-c2cn3nc4c(nc3n2)CCCC4)c1	?	-2.9%	?	-13	-71%	i	-7%	?	0%
Fc1ccc(-c2nc3ccccc3[nH]2)cc1	?	0.2%	23%	-21	-33%	i	?	47%[activator]	11%
CCN(CC)CCCNC(=O)c1nn2c(C(F)(F)F)cc(-c3ccccc3)nc2c1Cl	6%	5.2%	5%	?	0%	i	-12%	-23%	-2%
COc1ccc(CCNC(=O)COC(=O)Cc2cc(OC)c(OC)c(OC)c2)cc1	14%	-1.7%	15%	28	-10%	i	-3%	-15%	14%
CCC(=O)/C=C1/Sc2ccc(OC)cc2N1CC	5%	-0.6%	-3%	0	-19%	i	-1%	-30%	-2%
CCOc1ccc(NC(=O)COC(=O)Cc2ccc(S(=O)(=O)N3CCOCC3)s2)cc1	3%	0.0%	-19%	32	0%	i	1%	8%	5%
CC(C)(C)c1ccc(OCCC(=O)OCC(=O)NC2CCCCC2)cc1	14%	0.4%	8%	-6	2%	i	-6%	5%	1%
O=C1CCC(=O)N1N1C(=O)C2C3c4ccccc4C(c4ccccc43)C2C1=O (stereo unspecified)	5%	0.0%	-2%	2	0%	?	9%	8%	3%

One compound at a time, from the list above:
CCCCn1c(-c2cccc(C)c2)nc2cc3[nH]c(=O)c(C(C)C)nc3cc21 reads Nrf2 inh = ?; Nrf2 ARE act = -2.7%; MCF10A rerep = ?; IL-1B inflam inh = -61*; HepG2 tox = -114%; S2 tox = ·; TGFb inhibitor = ?; ATXN2 expr inh = -21%; A549 viability = -15%
CC(C)(C)c1ccc(OCCC(=O)OCC(=O)NC2CCCCC2)cc1 reads Nrf2 inh = 14%; Nrf2 ARE act = 0.4%; MCF10A rerep = 8%; IL-1B inflam inh = -6; HepG2 tox = 2%; S2 tox = i; TGFb inhibitor = -6%; ATXN2 expr inh = 5%; A549 viability = 1%

(cont.)
SMILES	Nrf2 inh	Nrf2 ARE act	MCF10A rerep	IL-1B inflam inh	HepG2 tox	S2 tox	TGFb inhibitor	ATXN2 expr inh	A549 viability
COc1ccc(Nc2ccc(N3C(=O)CCCC3=O)cc2[N+](=O)[O-])cc1OC	0%	-0.3%	2%	-10	15%	i	-6%	3%	-4%
COc1ccc(-c2noc(CC(=O)Nc3ccc(C)c(F)c3)n2)cc1	-7%	0.0%	·	·	2%	·	18%	·	5%
CCN(CCCNC(=O)c1cc(Nc2ccccc2OC)nc2ccccc12)c1cccc(C)c1	4%	2.6%	·	·	-2%	·	?	4%	-2%
NC(N)=NC1=NC(=O)C(Cc2ccccc2Cl)S1 (stereo unspecified)	2%	-0.1%	1%	5	-2%	i	2%	25%	1%
COc1cccc(C2C(C(=O)c3sc(C)nc3C)=C(O)C(=O)N2CCN2CCOCC2)c1OC (stereo unspecified)	·	0.3%	-1%	-5	8%	i	2%	5%	-6%
COC(=O)c1cc(OCC(=O)NC2CCCc3ccccc32)cc(C(=O)OC)c1 (stereo unspecified)	-23%	0.2%	24%	14	0%	i	-13%	-5%	-4%
COc1ccc(NC(=O)CSc2nnc(NC(=O)c3ccccc3C(=O)O)s2)cc1	13%	0.2%	-14%	-10	-25%	i	-25%	-17%[11.3 µM]	7%
CC(=O)NCCC(=O)Nc1nc(-c2ccc3c(c2)OCCO3)cs1	17%	3.5%	-1%	15	1%	i	0%	24%	0%
O=c1oc2ccccc2c(O)c1C=NCc1ccccn1	-30%	4.5%	?	20	2%	i	22%	-7%	-10%
O=C(CN1C(=O)c2cccnc2Oc2ccc(Cl)cc21)N1CCOCC1	8%	-0.5%	1%	6	10%	i	0%	8%	2%
O=C(OCc1ccccc1)c1ccc(Br)o1	8%	2.2%	0%	37	-3%	i	-26%	-24%	-5%
O=C(Oc1ccccc1/C=C\C(=O)c1cc2ccccc2o1)c1ccccc1	18%	?	?	0	-1%	?	0%	?	-2%
CN1C(=O)/C(=C/c2ccccc2F)Sc2ccc(C(=O)N3CCCC3)cc21	?	5.2%	20%	-75*	-30%	i	-26%	?	-17%
O=C(CCNC(=O)c1ccccc1Cl)Nc1nccs1	1%	3.9%	-3%	-5	19%	?	5%	?	0%
Cc1cc(C)c(C(=O)COC(=O)C2CCN(c3ccc(C(F)(F)F)cn3)CC2)c(C)c1	13%	-0.3%	3%	21	-6%	·	-9%	·	1%
CC1CC(C)CN(C(=O)c2ccc(CSc3nc4ccncc4[nH]3)cc2)C1 (stereo unspecified)	-15%	-0.7%	7%	3	-70%	?	-46%	-19%	1%
O=C(NCC(=O)N1CCN(Cc2ccc3c(c2)OCO3)CC1)c1ccccc1F	1%	0.2%	-25%	14	2%	i	14%	2%	1%
COc1cc(CN2CCN(C(=O)c3ccc(-c4ccccc4)cc3)CC2)cc(OC)c1OC	?	1.0%	1%	-19	-9%	i	-14%	-29%	-3%
